NLRP3 yeast inh – inhibitors of NALP3 inflammasome in yeast; AID 2825; inhibition, % at 10 µM; actives 0.39% (n = 330,000); Yeast reconstituted NLRP3/ASC/caspase-1, beta-gal luminescence, 24 h;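 active = inhibition of 50% or more; inactive = inhibition below 50%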;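 note: plate controls were induced DMSO wells for no effect and uninduced yeast grown without galactose for full effect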
Apaf1 inhib – human Apaf-1 inhibition | reconstituted apoptosome caspase-3 activity, DEVD-Rh110 fluorescence | O14727 | inhibition, % at 20 µM | actives 0.71% (n = 330,000); active = inhibition of at least 40% at 20 µM;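 note: plate controls were DMSO wells for no effect and DEVD-CHO caspase inhibitor wells for full effect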
Target sequence (O14727 whole entry, looked up): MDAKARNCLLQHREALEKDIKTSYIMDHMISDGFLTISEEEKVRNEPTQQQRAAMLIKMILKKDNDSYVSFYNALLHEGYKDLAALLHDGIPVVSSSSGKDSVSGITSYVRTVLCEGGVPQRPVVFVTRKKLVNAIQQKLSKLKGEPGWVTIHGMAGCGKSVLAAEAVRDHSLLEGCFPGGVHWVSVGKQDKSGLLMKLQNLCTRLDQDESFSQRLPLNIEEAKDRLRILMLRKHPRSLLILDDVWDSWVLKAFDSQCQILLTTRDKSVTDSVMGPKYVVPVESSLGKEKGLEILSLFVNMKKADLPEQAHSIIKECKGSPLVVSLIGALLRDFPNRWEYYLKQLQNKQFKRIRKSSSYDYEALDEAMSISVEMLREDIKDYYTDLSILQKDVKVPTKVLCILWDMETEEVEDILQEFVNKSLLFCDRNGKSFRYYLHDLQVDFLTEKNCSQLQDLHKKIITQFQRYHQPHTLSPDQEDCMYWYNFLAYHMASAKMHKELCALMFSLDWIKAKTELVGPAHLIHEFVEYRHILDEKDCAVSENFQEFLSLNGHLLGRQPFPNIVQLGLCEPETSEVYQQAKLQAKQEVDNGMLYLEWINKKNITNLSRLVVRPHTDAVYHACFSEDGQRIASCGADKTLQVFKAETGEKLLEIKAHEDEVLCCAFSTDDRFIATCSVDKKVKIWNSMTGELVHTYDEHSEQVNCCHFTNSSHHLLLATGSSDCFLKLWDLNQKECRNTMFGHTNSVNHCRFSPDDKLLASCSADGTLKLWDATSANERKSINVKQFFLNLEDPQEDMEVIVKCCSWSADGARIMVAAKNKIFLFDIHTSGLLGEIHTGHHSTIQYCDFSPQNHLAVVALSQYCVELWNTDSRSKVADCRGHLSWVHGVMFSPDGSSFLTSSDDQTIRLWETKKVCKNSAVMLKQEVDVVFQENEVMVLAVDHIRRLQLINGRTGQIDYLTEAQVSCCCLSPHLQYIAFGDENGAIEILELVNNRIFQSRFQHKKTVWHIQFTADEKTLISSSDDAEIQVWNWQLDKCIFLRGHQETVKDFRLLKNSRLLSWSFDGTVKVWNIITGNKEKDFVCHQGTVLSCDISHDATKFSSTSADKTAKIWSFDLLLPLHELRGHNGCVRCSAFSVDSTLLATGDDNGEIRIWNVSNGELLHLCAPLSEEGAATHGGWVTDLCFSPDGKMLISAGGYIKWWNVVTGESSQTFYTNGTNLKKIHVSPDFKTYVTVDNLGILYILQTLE
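Material: reconstituted apoptosome with Apaf-1, cytochrome c, caspase-9, procaspase-3, dATP / Buffer or medium: pH 7.5 Hepes buffer with CHAPS, BSA, DTT / Also added: cytochrome c with DEVD-Rh110 / Schedule: compound with Apaf-1, dATP, procaspase-3 30 min, then 50 min reaction, room temperature / Technique: rhodamine 110 fluorescence at Ex 480/Em 540 nm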
mIAP act – mouse IAP activation | AID 2805 | muIAP, CDP-Star luminescence, 30 min; active compounds read high; 1 = vehicle-only enzyme signal, 0 = enzyme-free wells | activation factor at 10 µM | actives 0.24% (n = 330,000);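 active = activation factor of at least 2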; note: the source names both 10 and 20 µM as test concentration; values of inactives mirror those of a sister screen read the other way
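System: mouse IAP enzyme. Reagent: CDP-Star chemiluminescent phosphatase substrate. Benchmarks: DMSO wells, no-enzyme wells. Times: 30 min enzyme-substrate-compound incubation at room temperature. Detection: luminescence from enzymatic CDP-Star hydrolysis. Doses: test compounds delivered from DMSO solution.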
tim10-1 inh – inhibits growth of tim10-1 mutant yeast. S. cerevisiae tim10-1 ts strain growth, BacTiter-Glo, 24 h. inhibition, % at 20 µM. actives 2.2% (n = 330,000). AID 463190;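 active = inhibition of at least 40%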;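 note: mutant grown at 25 °C; 0% = DMSO wells with yeast and 100% = wells holding no yeast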
hIAP block – human IAP inhibition; P09923; purified IAP, CDP-Star luminescence, 30 min; inhibition, % at 10 µM; actives 0.12% (n = 330,000); AID 2544;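 active = inhibition reaching a set limit with compound at 10 µM in the primary screen, cut at about 35% in these data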;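 note: plate controls were DMSO wells with enzyme for no effect and no-enzyme buffer wells for full effect; values of inactives mirror those of a sister screen read the other way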
TIM10 inh – TIM10 yeast growth inhibition; S. cerevisiae TIM10 strain growth, BacTiter-Glo luminescence, 24 h; inhibition, % at 10 µM; actives 1.4% (n = 330,000); AID 463195;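 active = inhibition of 40% or more at the single tested concentration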;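 note: wild-type TIM10 isogenic control strain grown at permissive 25 °C; 0% = DMSO yeast wells and 100% = minimal medium wells without yeast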
hIAP activ – human IAP activation | P09923 | purified human IAP, CDP-Star luminescence, 30 min; active compounds read high; 1 = vehicle-only enzyme, 0 = enzyme-free background | activation factor at 10 µM | actives 0.16% (n = 330,000) | AID 2524;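 active = activation factor of the enzyme at least 2-fold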; note: the source names both 10 and 20 µM as test concentration; values of inactives mirror those of a sister screen read the other way
mIAP inh – mouse IAP inhibition; actives 0.2% (n = 330,000); AID 2806; inhibition, % at 10 µM; purified mouse IAP, CDP-Star luminescence, 30 min;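 active = inhibition of at least 40% at 10 µM in the primary screen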;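 note: plate controls were DMSO with enzyme for no effect and no enzyme wells for full effect; values of inactives mirror those of a sister screen read the other way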
ATG4B inh – inhibitors of human ATG4B cysteine protease; ATG4B cleavage of LC3-PLA2, NBD-HPC fluorescence, 1 h; inhibition, % at 8.33 µM; AID 504462; Q9Y4P1; actives 0.51% (n = 340,000); in the data active = inhibition above about 40%
An asterisk follows results filed as active; / = not tested or not shown; & = joins results of further samples. No enrichment for hits. About 4.5% of those tested had a hit in this group.

molecule	tim10-1 inh	mIAP inh	NLRP3 yeast inh	hIAP block	mIAP act	Apaf1 inhib	hIAP activ	TIM10 inh	ATG4B inh
Cc1ccc(CNC(=O)CN(CCc2ccccc2)S(C)(=O)=O)cc1	12	0	12	-1	1	-3	1	10	5
COCC(C)NC(=O)c1ccccc1OC(C)=O (stereo not given)	7	3	4	6	0.97	0	0.94	-6	-18
CCn1c(SCC(=O)Nc2cccc(NC(=O)c3ccco3)c2)nnc1-c1cccs1	24	-7	16	-7	1.1	0	1.1	4	3
COc1ccccc1CNC(=O)N1CCN(c2ccccc2C)CC1	18	-3	17	-13	1	15	1.1	-12	6
COC(=O)[C@@]1(Cc2ccccc2)[C@H]2C(=O)N(C)C(=O)[C@H]2[C@H]2CN=C(SCc3ccc(Cl)cc3)N21	15	5	/	/	0.95	25	/	4	-10
CC(C)C(OC(=O)c1ccco1)C(=O)NCc1ccccc1 (stereo not given)	13	10	3	15	0.9	-9	0.85	11	9
O=C(NNC(=O)c1csc(-c2cccnc2)n1)c1ccccc1	7	16	9	-6	0.84	2	1.1	-9	-5
C[C@@H]([C@H](O)c1ccccc1)N(C)C(=S)Nc1ccccc1	1	3	8	4	0.97	0	0.96	13	2
CCOc1ccsc1C(=O)NNC(=O)c1ccco1	-2	15	8	20	0.85	4	0.8	4	-3
Cc1ccc(OCc2ccc(C(=O)NNC(=S)NCC3CCCO3)o2)c([N+](=O)[O-])c1 (stereo not given)	30	1	19	-70	0.99	0	1.7	23	4
CCS(=O)(=O)c1ccc(C(=O)Nc2ccccc2OC)c(Cl)c1Cl	15	7	17	16	0.93	0	0.84	8	-4
CC1CCC2(CC1)NC(=O)N(CC(=O)NC(=O)Nc1ccc3c(c1)OCCO3)C2=O (stereo not given)	-6	1	7	9	0.99	-20	0.91	-24	4

Whole records as entered above.
COC(=O)[C@@]1(Cc2ccccc2)[C@H]2C(=O)N(C)C(=O)[C@H]2[C@H]2CN=C(SCc3ccc(Cl)cc3)N21 across the screens: tim10-1 inh = 15; mIAP inh = 5; NLRP3 yeast inh = /; hIAP block = /; mIAP act = 0.95; Apaf1 inhib = 25; hIAP activ = /; TIM10 inh = 4; ATG4B inh = -10
CCn1c(SCC(=O)Nc2cccc(NC(=O)c3ccco3)c2)nnc1-c1cccs1 across the screens: tim10-1 inh = 24; mIAP inh = -7; NLRP3 yeast inh = 16; hIAP block = -7; mIAP act = 1.1; Apaf1 inhib = 0; hIAP activ = 1.1; TIM10 inh = 4; ATG4B inh = 3

The list continues.
molecule	tim10-1 inh	mIAP inh	NLRP3 yeast inh	hIAP block	mIAP act	Apaf1 inhib	hIAP activ	TIM10 inh	ATG4B inh
CCC(C)[C@H](NS(=O)(=O)c1ccc(C)cc1)C(=O)N1CCC(C(=O)N[C@@H](Cc2ccccc2)C(=O)O)CC1 (stereo not given in full)	-2	10	-5	-7	0.9	-8	1.1	3	-1
Cc1ccc(C)c(N(CC(=O)NC(C)(C)C)C(=O)CCC(=O)Nc2nccs2)c1	20	-2	-2	-38	1	3	1.4	11	-1
O=C(CSCC(=O)N1CCN(c2ccccc2)CC1)Nc1nc(-c2ccc(Cl)s2)cs1	7	10	26	0	0.9	14	1	7	-7
COC(=O)c1ccc(NS(=O)(=O)NC(=O)c2cn(C)c3ccccc23)cc1	1	4	12	29	0.96	-12	0.71	-6	2
O=C(CN1C(=O)c2cccnc2Oc2ccc(Cl)cc21)N1CCCC1	15	6	9	-32	0.94	-6	1.3	13	1
Cc1ccc(S(=O)(=O)NCCN2CCOCC2)c(C)c1C	-21	1	15	-4	0.99	-48	1	-23	16
COc1ccc(N=C2SC(C(=O)Nc3ccc4c(c3)OCO4)CC(=O)N2C)cc1 (stereo not given)	29	-6	18	18	1.1	1	0.82	5	-4&4
CCC(=O)Nc1ccc(C(=O)CN2C(=O)NC3(CCOc4ccccc43)C2=O)cc1 (stereo not given)	-4	-6	15	13	1.1	-18	0.87	0	-4
CCC(=O)Nc1nc2c(OC)ccc(C)c2s1	15	4	17	4	0.96	-10	0.96	6	-11
CC(C)(C(=O)O)c1ccc(C(O)CCCN2CCC(C(O)(c3ccccc3)c3ccccc3)CC2)cc1 (stereo not given)	-11	-7	-1	0	1.1	-4	1	-3	3
Nc1ccc(C2(c3ccc(N)cc3)c3ccccc3C(=O)c3ccccc32)cc1	-11	-4	12	-6	1	21	1.1	-9	9
O=C(Nc1ccc2c(c1)CCC2)c1ccc(Cl)nc1	11	5	10	9	0.95	-10	0.91	9	-2
Cc1ccc(S(=O)(=O)NC(C)C(c2cccs2)N2CCN(c3ccccc3)CC2)cc1 (stereo not given)	14	-11	8	-8	1.1	5	1.1	5	-18
CC1CCCCC1NC(=O)CCCN1C(=O)c2ccccc2C1=O (stereo not given)	16	-7	10	2	1.1	-8	0.98	10	8
CC(NC(=O)/C(C#N)=C/c1ccc(Cl)c([N+](=O)[O-])c1)c1ccccc1 (stereo not given)	20	8	15	8	0.92	4	0.92	63*	-8
COc1ccc(C(C)=O)cc1COC(=O)CNC(=O)C1CCCCC1	0	0	5	-5	1	-4	1	-6	-5
Cc1ccc(Cn2ccnc2C(=O)Nc2ccccc2)cc1	31	-3	-29	-10	1	14	1.1	5	-2
CCCCOC(=O)C1=C(C)NC(=O)NC1c1cccc([N+](=O)[O-])c1 (stereo not given)	4	-2	6	4	1	3	0.96	8	2
COc1ccc(-c2[nH]ncc2CN2CCCC(C(=O)c3ccc(OC)cc3OC)C2)cc1 (stereo not given)	14	1	-3	12	0.99	-3	0.88	-1	3
CSC1=N/C(=C\c2ccc(C)cc2)C(=O)S1	29	-8	16	-12	1.1	8	1.1	9	4
CC(=O)N/N=C/c1cc([N+](=O)[O-])ccc1OCCOc1ccccc1	-24	11	4	9	0.89	-2	0.91	11	2
CCn1c(=O)c(C(=O)NCc2ccccn2)c(O)c2ccccc21	45*	7	14	-3	0.93	3	1	38	5
COc1ccc(O)c(C=NCC(C)N=Cc2cc(OC)ccc2O)c1 (stereo not given)	11	3	13	-2	0.97	9	1	8	1
O=C(CSc1oc(-c2ccc(F)cc2)nc1S(=O)(=O)c1ccc(F)cc1)NCC1CCCO1 (stereo not given)	-5	5	-8	-16	0.95	12	1.2	-2	-6
CC(C)N(C(=O)[C@H]1C[C@H](CC(=O)NCc2ccco2)C(=O)N2CCc3c([nH]c4ccc(Cl)cc34)[C@]12C)C(C)C	24	-15	/	/	1.1	35	/	9	-14
CCOC(=O)C1CCN(C(=O)C2CCN(S(=O)(=O)N3CCC4(CC3)OCCO4)CC2)CC1	27	1	11	-12	0.99	-15	1.1	11	-7
Cc1ccc(SC(CC(=O)c2ccc(F)cc2)C(=O)O)cc1 (stereo not given)	13	-1	5	-4	1	6	1	8	3
CCc1nnc(NC(=O)CSc2nnc(COc3ccc(C#N)cc3)n2-c2ccccc2)s1	10	4	16	9	0.96	22	0.91	3	-23
C=C(C)C1Cc2c(C)nn(-c3cccc4cccnc34)c2C1 (stereo not given)	22	8	-22	12	0.92	-15	0.89	38	0
CCCc1cc2c(cc1NC(=O)c1ccc(C(C)(C)C)cc1)OCO2	16	-26	35	-12	1.3	28	1.1	9	15
Cc1cccc(C(=O)O/N=C(\N)c2ccc(Br)cc2)c1	7	12	13	2	0.88	-2	0.98	12	-1
O=c1oc2ccccc2c(O)c1Sc1ccc(Cl)cc1	13	-4	8	6	1	-9	0.94	14	-5
COc1ccc(C2CC(c3cccs3)=NN2C(=S)Nc2ccccc2)cc1OC (stereo not given)	31	-4	15	9	1	-2	0.91	18	-5
CCSc1nc2ccccc2c(=O)n1Cc1ccc(F)cc1	-22	-2	1	-5	1	11	1.1	-44	11
Cn1[nH]c(CSc2ccc(Cl)cc2)cc1=O	33	-6	-7	-1	1.1	18	1	8	-4
CC(C)c1cc(C(=O)O)n[nH]1	2	-17	19	-2	1.2	-3	1	-19	-3
CCSC1=C(C#N)C2(CCCCC2)C(C#N)=C(N)N1	3	-10	8	-10	1.1	1	1.1	8	7
COc1cccc(-c2noc(CCCC(=O)N3CCOCC3)n2)c1	-1	-3	0	-2	1	-10	1	13	-5
O=C(O)C1CCCCC1C(=O)Nc1cnn(Cc2ccccc2)c1 (stereo not given)	5	-3	-5	-21	1	-3	1.2	-5	-9
COc1ccccc1CNC(c1ccccc1)c1ccccc1	12	3	25	-24	0.97	3	1.2	8	-3
COc1ccc([C@H]2CC(=O)C=C(c3ccc(-c4ccccc4)cc3)C2)cc1OC	-3	2	-4	-14	0.98	28	1.1	1	-2
Cc1ccc(S(=O)(=O)N2CCc3ccccc3C2)cc1C	8	4	-1	-13	0.96	12	1.1	0	11
Cc1ccc(-c2nnn(CC(=O)Nc3ccc(S(=O)(=O)N4CCC(C)CC4)cc3)n2)cc1	18	-4	-2	-18	1	-16	1.2	10	-3
O=C(CSc1nc(-c2ccccc2)nc2ccccc12)Nc1nccs1	-16	4	3	16	0.96	-9	0.84	-48	1
CNC(=S)NC1CC2CCCC(C1)N2Cc1ccc(C)cc1 (stereo not given)	-2	-12	10	9	1.1	-1	0.91	-5	2
O=C(CCN1CCOCC1)c1ccc(N2CCCCC2)cc1	11	6	47	3	0.94	-9	0.97	12	-10
Cc1cc(NS(=O)(=O)c2ccc(NC(=O)COc3ccccc3[N+](=O)[O-])cc2)no1	6	7	11	-4	0.93	-6	1	3	-7
COc1ccc(CNC(=O)Nc2cccc(C(F)(F)F)c2)cc1OC	15	-116	0	-18	2.2*	5	1.2	16	19
CCN(CC)S(=O)(=O)c1ccc(N2CCOCC2)c(NC(=O)C2CCCC2)c1	14	4	8	4	0.96	0	0.96	1	-2
COc1ccccc1NC(=O)CSc1ccc(-c2cccs2)nn1	37	-9	-3	6	1.1	8	0.94	29	-13
Cc1ccc(CNC(=O)CSc2nnc(CNC(=O)c3ccccc3)o2)cc1	12	-3	11	-21	1	-1	1.2	11	-1
CCCSc1nc(N)nc(-c2cccs2)c1C#N	35	9	-29	-30	0.91	3	1.3	-51	1
COc1ccc(S(N)(=O)=O)cc1C(=O)NCC(C)(C)N1CCOCC1	1	2	4	2	0.97	1	0.98	-9	-8
CC(=O)Nc1nc(-c2cccc3ccccc23)cs1	13	7	34	-14	0.93	-7	1.1	4	7
CCOc1cc(/C=C2/C(=N)N3N=C(C)SC3=NC2=O)ccc1OS(=O)(=O)c1ccc(C)cc1	1	15	12	13	0.85	12	0.87	19	-6
Cc1ccc2c(cnn2C(=O)CCCC(=O)NC(C)c2ccccc2)c1 (stereo not given)	16	-4	24	14	1	4	0.86	-6	-1
NS(=O)(=O)c1ccc(NC(=O)CSc2nnc(-c3cnccn3)n2-c2ccccc2)cc1	-3	1	-1	-3	0.99	-1	1	2	-3
NC(=O)NC(CC(=O)NCc1ccc2c(c1)OCO2)c1ccccc1Cl (stereo not given)	-1	-4	8	2	1	4	0.98	-1	-4
CC(=O)OC1COC(n2c(O)c(N=NC(N)=S)c3ccccc32)C(OC(C)=O)C1OC(C)=O (stereo not given)	-8	3	19	-26	0.97	1	1.3	-6	-9

Compound activity deposited in PubChem by Sanford-Burnham Center for Chemical Genomics.
